GC-B act: human GC-B receptor activators, primary screen, HEK293 GC-B cells, cGMP TR-FRET, EC30 CNP; 370,000 tested, 0.11% active; Atrial natriuretic peptide receptor 2 (Homo sapiens), P20594; activation, % at 10 µM; AID 1920062, 2024; 0% at EC30 CNP, 100% saturating CNP;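 active = activation at 10 µM reaching about 35% in either raw or pattern-adjusted values, limit read from the data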
TCR CD3 inh: inhibitors of human TCR-CD3 interaction, primary screen, biochemical, fluorescence, TAMRA-labeled TCR probe; inhibition, % at 9.4 µM; 360,000 tested, 0.37% active; AID 651800, 2012; in the data active = inhibition above about 19%;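 note: recombinant mutant TCR 2C K166C tagged with TAMRA read by polarization; 0% = receptor in buffer alone and 100% = receptor with positive control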
SIAE inh: human SIAE inhibitors, primary screen, biochemical, fluorescence polarization, FP-Rh probe, 1536-well HTS | inhibition, % at 9.66 µM | Sialate O-acetylesterase (Homo sapiens), Q9HAT2 | SIAE FP-Rh probe binding | AID 1053197, 2014 | 370,000 tested, 0.69% active;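 active = inhibition above a cutoff: mean of compounds within the control limits plus 3 SD of those, cut at about 17% in these data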;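 note: 0% = plate median of compound wells and 100% = probe without SIAE protein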
NPR1 activator: GC-A stimulated cGMP production enhancers – HEK293 GC-A cells, cGMP TR-FRET, EC30 ANP, primary screen; Atrial natriuretic peptide receptor 1 (Homo sapiens), P16066; 0% at EC30 ANP, 100% saturating ANP; activation, % at 10 µM; 370,000 tested, 0.14% active; in the data active = activation above about 40%
PRMT1 inh: PRMT1 methyltransferase inhibitors, primary screen, biochemical, fluorescence polarization | 370,000 tested, 1.3% active | recombinant PRMT1, activity-based probe fluorescence polarization | Protein arginine N-methyltransferase 1 (Homo sapiens), Q99873 | inhibition, % at 2.79 µM | AID 652257, 2013;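 active = inhibition above about 21% made by adding two undisclosed values, limit read from the data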
MBD2 inh: inhibitors of MBD2 binding to methylated DNA, primary screen, biochemical, TR-FRET, DNA-binding domain, human | 370,000 tested, 0.31% active | MBD2 binding to methylated oligonucleotide | inhibition, % at 4.4 µM; in the data active = inhibition above about 13%
Target sequence (Q9UBB5 whole entry, looked up, the tested form may be a part): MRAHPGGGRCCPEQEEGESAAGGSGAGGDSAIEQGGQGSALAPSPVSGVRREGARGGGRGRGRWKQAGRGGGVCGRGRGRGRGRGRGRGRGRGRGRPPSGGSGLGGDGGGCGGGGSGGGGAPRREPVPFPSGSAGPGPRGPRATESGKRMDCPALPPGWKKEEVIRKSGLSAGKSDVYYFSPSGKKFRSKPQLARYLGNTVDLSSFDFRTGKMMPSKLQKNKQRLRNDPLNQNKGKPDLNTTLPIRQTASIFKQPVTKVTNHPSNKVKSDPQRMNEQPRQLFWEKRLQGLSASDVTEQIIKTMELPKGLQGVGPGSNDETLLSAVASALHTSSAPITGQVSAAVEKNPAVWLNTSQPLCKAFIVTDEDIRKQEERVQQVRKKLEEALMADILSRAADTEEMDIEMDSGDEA
HTRA1 inh: HTRA1 serine protease inhibitors, primary screen, biochemical, fluorescence polarization, HTS; recombinant HTRA1, FP-rhodamine activity-based probe; inhibition, % at 5.96 µM; 340,000 tested, 0.5% active; AID 504803, 2011; in the data active = inhibition above about 36%;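 note: 0% = enzyme with DMSO and 100% = wells lacking enzyme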
Target sequence (Q92743 whole entry, looked up): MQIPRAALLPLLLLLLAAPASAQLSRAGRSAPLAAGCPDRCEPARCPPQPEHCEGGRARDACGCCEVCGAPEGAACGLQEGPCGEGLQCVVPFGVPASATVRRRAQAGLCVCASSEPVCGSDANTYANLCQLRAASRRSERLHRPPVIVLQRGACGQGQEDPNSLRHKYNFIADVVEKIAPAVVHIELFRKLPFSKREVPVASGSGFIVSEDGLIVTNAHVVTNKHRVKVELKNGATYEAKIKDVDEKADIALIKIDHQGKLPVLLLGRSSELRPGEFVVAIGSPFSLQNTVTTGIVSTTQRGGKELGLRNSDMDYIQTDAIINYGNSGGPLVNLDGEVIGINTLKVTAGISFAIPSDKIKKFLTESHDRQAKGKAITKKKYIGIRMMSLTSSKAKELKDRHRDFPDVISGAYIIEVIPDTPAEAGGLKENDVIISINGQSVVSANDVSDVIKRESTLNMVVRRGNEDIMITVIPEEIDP
UHRF1 binding: UHRF1 methylated DNA binding inhibitors, primary screen, counter-screen for MBD2 inhibitor project, biochemical, TR-FRET, human UHRF1, single concentration; inhibition, % at 4.4 µM; AID 687016, 2013; E3 ubiquitin-protein ligase UHRF1 (Homo sapiens), Q96T88; UHRF1 binding to methylated oligo; 370,000 tested, 0.75% active; in the data active = inhibition above about 21%;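 note: UHRF1 SRA domain binding a hemimethylated CpG hairpin DNA probe; 0% = median of test compound wells and 100% = reference inhibitor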
mABHD4 FP: ABHD4 inhibitors, primary screen, biochemical, fluorescence polarization, mouse; (Lyso)-N-acylphosphatidylethanolamine lipase (Mus musculus), Q8VD66; purified mABHD4, FP-Rh probe fluorescence polarization; inhibition, % at 8.92 µM; 370,000 tested, 0.54% active; AID 720543, 2013;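 active = inhibition exceeding the mean over every tested compound plus 3 SD, cut at about 30% in these data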;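 note: 0% = plate median of compound wells and 100% = S159A mutant with DMSO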
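Test system: mABHD4 protein; Read-out basis: % inhibition; Incubation: 45 min + 60 min at 25 °C; Repeats: single replicate; Technique: fluorescence polarization with parallel and perpendicular emission, 525/598 nm; Compound: 8.92 µM, single dose; Benchmarks: full inhibition S159A mutant plus DMSO, zero as sample-well median.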
rCAG binder: binders of r(CAG) RNA repeats, primary screen, biochemical, fluorescence; 370,000 tested, 1.3% active; r(CAG) RNA repeat, TO-PRO-1 dye displacement fluorescence; AID 651821, 2012; inhibition, % at 3 µM;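 active = inhibition above the plate cutoff, the mean of all test compounds on that plate plus 3 SD, cut at about 35% in these data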;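 note: 0% = DMSO alone and 100% = 100 µM mitoxantrone as full dye displacement; higher means more dye released from RNA so lower well fluorescence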
* marks the source's active call; other numbers are inactive results; . = not tested or not shown.

Molecule,NPR1 activator,PRMT1 inh,TCR CD3 inh,SIAE inh,mABHD4 FP,MBD2 inh,HTRA1 inh,GC-B act,rCAG binder,UHRF1 binding
O=C(Nc1ccc(-c2ccco2)cc1)C1CCCN(Cc2ccco2)C1 (stereo unspecified),-4,3,3,3,4,-1,-11,5,8,1
Cc1cc(=O)oc2cc(OCC(=O)N3CCN(C(=O)c4ccco4)CC3)ccc12,-3,8,2,-6,-10,8,-1,1,1,5
C=C(Cl)COc1ccc2c(CCCC)cc(=O)oc2c1,0,5,4,-2,8,-1,-31,0,-3,2
O=[N+]([O-])c1cc(CN2CCCC2)ccc1Sc1ccc(Cl)cc1,-10,-2,6,2,0,3,3,-7,0,0
CCc1nnc(NC(=O)c2cccc(NC(=O)C(C)C)c2)s1,1,0,8,0,1,0,1,1,-1,-1
COc1ccc(C2(c3ccc(OC)cc3)NC(=O)N(CC(=O)Nc3ccc(N4CCOCC4)cc3)C2=O)cc1,-3,-1,-2,10,2,-1,9,-5,6,2
O=c1[nH]c2ccc(NS(=O)(=O)c3ccc4ccccc4c3)cc2[nH]1,-3,-4,-4,9,-1,-3,-2,1,5,-3
CCc1cc2c(SCC(=O)c3ccccc3)ncnc2s1,4,-2,0,-1,-18,2,-47,-5,2,-1
Cc1ccc(C(=O)/C=C/Nc2ccc([N+](=O)[O-])cc2Br)cc1,3,-2,0,-4,-2,-7,1,8,1,-3
COC(=O)[C@]1(C)N[C@H](CN(C)C(=O)c2ccc(C(C)(C)C)cc2)[C@@H]2C(=O)N(Cc3ccccc3)C(=O)[C@@H]21,1,-1,3,2,4,2,3,-4,1,19
CC(=O)NC(N1CCCCC1)C(F)(F)C(F)(F)C(F)(F)C(F)F (stereo unspecified),-3,-3,-9,3,-4,4,-1,5,-3,0
Cc1ccc(N2C(=O)N(CC(=O)N(C)Cc3ccccc3)C(=O)C2C)cc1 (stereo unspecified),2,-2,8,1,-7,-4,3,-3,-5,-2
COc1ccccc1/C=C(\C#N)C(=O)Nc1ccc(S(N)(=O)=O)cc1,4,1,8,-2,-7,0,5,-5,2,-5
Cc1[nH]nc2c1C1(C(=O)N(Cc3ccc(Cl)cc3)c3ccccc31)C(C#N)=C(N)O2 (stereo unspecified),-34,3,8,-2,-16,0,-32,-14,0,2
COc1ccccc1N1CCN(C2CCN(C(=O)c3cccc(F)c3)CC2)CC1,-2,4,-5,-5,17,-4,-1,1,-1,2
COC(=O)c1ccc(CSc2ccc(S(=O)(=O)N3CCCCC3)cn2)cc1,0,2,-6,15,10,4,1,2,3,-3
O=C(c1c(F)c(F)c(F)c(F)c1F)N1CCN(c2cccc(C(F)(F)F)c2)CC1,-3,-1,4,7,-1,2,-1,-2,-9,0
COCCCNCCCCOc1ccc(Br)cc1C,-2,4,-5,-1,9,4,5,-7,3,5
Cc1ccc(Cn2nnc3c(=O)n(CC(=O)N4CCN(c5ccccc5)CC4)cnc32)cc1,3,-1,2,2,0,1,-5,1,-3,1
CC(=O)c1c(CSc2ccccc2)oc2ccc(O)c(CN(C)C)c12,-11,1,-3,8,-4,-9,15,0,5,-4

An excerpt of these results, with two lines to a compound:
Each structure is followed by: NPR1 activator, PRMT1 inh, TCR CD3 inh, SIAE inh, mABHD4 FP, MBD2 inh, HTRA1 inh, GC-B act, rCAG binder, UHRF1 binding
COc1ccccc1/C=C(\C#N)C(=O)Nc1ccc(S(N)(=O)=O)cc1
    4, 1, 8, -2, -7, 0, 5, -5, 2, -5
Cc1[nH]nc2c1C1(C(=O)N(Cc3ccc(Cl)cc3)c3ccccc31)C(C#N)=C(N)O2 (stereo unspecified)
    -34, 3, 8, -2, -16, 0, -32, -14, 0, 2

Later entries.
Molecule,NPR1 activator,PRMT1 inh,TCR CD3 inh,SIAE inh,mABHD4 FP,MBD2 inh,HTRA1 inh,GC-B act,rCAG binder,UHRF1 binding
CS(=O)(=O)c1ccccc1-c1nnc(NC(=O)c2cccc(N3C(=O)CCC3=O)c2)o1,2,2,3,-1,6,-4,4,-1,5,-3
N#CC1(NC(=O)CN2C(=O)c3ccc([N+](=O)[O-])cc3C2=O)CCCCC1,-1,3,-9,-6,7,4,0,-5,1,-2
C/C(=N\NC(=O)Cn1nc(C)c([N+](=O)[O-])c1C)c1ccco1,-1,1,-3,3,0,-6,10,2,7,1
CC(/C=C/c1ccco1)=N\NC(=O)C(O)c1ccccc1 (stereo unspecified),0,3,-4,3,3,-3,2,2,3,-5
CNC(=O)c1ccsc1NC(=O)C1CCN(S(=O)(=O)c2ccc(Cl)s2)CC1,-6,2,-8,-6,-15,3,-25,-9,3,-2
O=C(CSc1nc2ccccc2s1)N/N=C/c1ccccc1C(=O)O,0,6,7,1,6,7,4,4,2,4
CCOC(=O)c1ccc(-c2ccc(/C=C(\C#N)C(=O)NCc3cccs3)o2)cc1,3,2,-6,-10,-12,9,-1,3,4,8
Cc1ccc([N+](=O)[O-])cc1NC(=O)CSc1nnc(C)n1CC1CCCO1 (stereo unspecified),4,6,-12,-4,-14,6,4,2,-1,4
CSc1ccc(CCNC(=O)CCc2nnc3ccc(N4CCCC4)nn23)cc1,-2,-1,3,10,-4,2,-2,-2,-1,0
CCCn1c(N)c(N(CCOC)C(=O)CSc2cc(C)c3ccccc3n2)c(=O)[nH]c1=O,0,-5,7,2,-4,2,0,1,-2,1
C=CCn1c(SCC(=O)N2CCN(c3ccccc3)CC2)nc2c([nH]c3ccccc32)c1=O,-4,-4,-3,5,-2,-1,4,0,2,0
O=S(Cc1ccc(Br)cc1)Cc1nnc(SCc2ccc(Br)cc2)n1-c1ccccc1 (stereo unspecified),-13,0,8,-3,-11,-1,-50,-8,3,0
COC(=O)[C@@]1(Cc2ccc(OC)cc2)[C@H]2c3cc(C(=O)N4CCCC4)n(Cc4ccc(OC(F)(F)F)cc4)c3C[C@H]2CN1C(=O)c1ccccc1,2,-2,6,-5,-4,3,.,-5,15,-3
Cc1onc(-c2ccccc2)c1C(=O)OCC(=O)N1CCCCC1,0,-2,1,3,9,-1,3,1,2,-1
O=C(Cc1ccccc1[N+](=O)[O-])NCC(O)c1ccc2c(c1)OCO2 (stereo unspecified),1,0,-1,8,-5,5,1,5,0,1
CCN(CC)C(=O)c1[nH]cnc1C(=O)N[C@@H](CCCCNC(=O)OC(C)(C)C)C(=O)OC(C)(C)C,1,0,1,3,3,5,2,0,-6,1
COc1c([N+](=O)[O-])cc(C(=O)NNC(=O)c2ccc(C)cc2)cc1[N+](=O)[O-],-4,0,10,6,8,0,11,7,5,-3
O=C(CN1C(=O)c2ccccc2S1(=O)=O)NCCSc1ccccc1,3,-1,3,1,1,3,-7,-2,3,0
CC(C)=CCC/C(C)=C/COc1ccc2ccc(=O)oc2c1,-1,-3,-1,-5,-11,-11,-23,-4,6,-1
Cc1ccc(N(CC(=O)NCC2CCCO2)C(=O)CCC(=O)Nc2cc(C)on2)cc1 (stereo unspecified),-2,-1,2,-4,1,0,-1,-2,-7,3
COc1ccccc1C(=O)NCC(=O)NC(C)c1ccc(-n2ccnc2)cc1 (stereo unspecified),1,-1,-8,-1,5,1,-1,-1,-7,-3
CCc1ccc(-c2cc(C(=O)Nc3ccc(S(=O)(=O)NC(C)=O)cc3)c3ccccc3n2)cc1,4,-1,-8,-14,-66,-5,-31,-1,58*,0
CC1(C)C(=O)Nc2ccccc2N1C(=O)COC(=O)Cc1ccccc1F,-1,-4,0,0,2,0,-1,2,0,2

Of the compounds above, these have two or more sulfur atoms:
Molecule,NPR1 activator,PRMT1 inh,TCR CD3 inh,SIAE inh,mABHD4 FP,MBD2 inh,HTRA1 inh,GC-B act,rCAG binder,UHRF1 binding
CCc1cc2c(SCC(=O)c3ccccc3)ncnc2s1,4,-2,0,-1,-18,2,-47,-5,2,-1
COC(=O)c1ccc(CSc2ccc(S(=O)(=O)N3CCCCC3)cn2)cc1,0,2,-6,15,10,4,1,2,3,-3
CNC(=O)c1ccsc1NC(=O)C1CCN(S(=O)(=O)c2ccc(Cl)s2)CC1,-6,2,-8,-6,-15,3,-25,-9,3,-2
O=C(CSc1nc2ccccc2s1)N/N=C/c1ccccc1C(=O)O,0,6,7,1,6,7,4,4,2,4
O=S(Cc1ccc(Br)cc1)Cc1nnc(SCc2ccc(Br)cc2)n1-c1ccccc1 (stereo unspecified),-13,0,8,-3,-11,-1,-50,-8,3,0
O=C(CN1C(=O)c2ccccc2S1(=O)=O)NCCSc1ccccc1,3,-1,3,1,1,3,-7,-2,3,0

Screening data: PubChem, several laboratories

The list is partial; count on the stated rates, not on these rows.
